Assay outcomes deposited in PubChem BioAssay by several laboratories.
SR-BI DiI-HDL act: SR-BI HDL lipid transfer activation. CHO ldlA[mSR-BI] cells, DiI-HDL uptake fluorescence, 3 h; 100 = double the neutral-control signal. activation, % at 12.5 µM. hit rate 0.096% among 320,000;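 active = mean replicate activation of at least 60% and every replicate at or above 60%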;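 note: 0% = median plate neutral-control signal and 100% = twice that signal; values of inactives mirror those of a sister screen read the other way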
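System: CHO ldlA[mSR-BI] cells / Medium: HEPES-buffered (25 mM, pH 7.4) F12 plus 0.5% BSA / Probe or stimulus: labelled HDL, 10 µg/mL / Doses: single compound concentration, delivered by pin transfer / Schedule: 3 h, 37 °C / Measured by: DiI fluorescence, bottom read / Measure: cell-associated DiI fluorescence as measure of HDL uptake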
Mot1-301 SUMO: inhibitors of SUMOylation pathway: yeast Mot1-301 growth rescue; S. cerevisiae Mot1-301 growth rescue, ATP luminescence, 38.5C; percent above DMSO median, 100 means doubled; growth rescue, % at 18.8 µM; hit rate 1% among 320,000; AID 2716;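 active = every valid replicate shows activation above 250% relative to neutral control wells; inactive = the rest, any valid replicate at or below 250%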;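 note: OY570 slx delta 5 strain wells were the positive control but not used for scaling; some compounds called inactive have numbers as strong as hits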
Pemphigus Ab inh: human desmoglein-3 autoantibody binding inhibition; P32926; DSG3-coupled beads, scFv-anti-DSG3-GFP binding, flow cytometry; hits give low values; binding (percent of control), % at 10 µM; hit rate 0.48% among 310,000; AID 588358;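 active = binding more than 3 SD below its plate's average and above zero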;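 note: hits lower antibody fragment binding to DSG3; some compounds called inactive have numbers as strong as hits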
dFosB act: enhances mouse delta FosB homodimer DNA binding; hit rate 0.99% among 340,000; purified delta FosB, TAMRA-CDK5 oligo fluorescence polarization; percent of positive-control signal above neutral wells; activation, % at 25 µM; AID 493131;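 active = mean activation above about 17%, with every replicate also reaching it, limit read from the data, passing the limit was not always enough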;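 note: fluorescence polarization rise as delta FosB binds a TAMRA Cdk5 AP-1 oligo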
Target sequence (P13346 whole entry, looked up): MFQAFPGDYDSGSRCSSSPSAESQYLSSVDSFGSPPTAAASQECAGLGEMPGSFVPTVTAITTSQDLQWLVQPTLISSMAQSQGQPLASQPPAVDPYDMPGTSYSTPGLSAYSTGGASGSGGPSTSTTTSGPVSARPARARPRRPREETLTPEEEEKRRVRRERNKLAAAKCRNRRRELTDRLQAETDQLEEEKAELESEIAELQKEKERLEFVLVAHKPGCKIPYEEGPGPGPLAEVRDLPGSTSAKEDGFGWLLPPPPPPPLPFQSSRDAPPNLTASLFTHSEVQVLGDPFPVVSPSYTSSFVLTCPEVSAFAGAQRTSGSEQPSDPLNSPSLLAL
NSD2 inh: inhibitors of human histone methyltransferase NSD2; O96028; NSD2 peptide methylation, AlphaScreen, 120 min; inhibition, % at 12.5 µM; hit rate 0.54% among 310,000; AID 743445; in the data active = inhibition above about 50%
SR-BI DiI inh: inhibitors of mouse SR-BI mediated HDL lipid uptake. ldlA[mSR-BI] CHO cells, DiI-HDL uptake fluorescence, 3 h. inhibition, % at 12.5 µM. hit rate 0.96% among 320,000;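 active = mean replicate inhibition of at least 70% and a set share of replicates each scoring 70 or more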;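 note: 0% = median of neutral control wells and 100% = median of positive control wells; values of inactives mirror those of a sister screen read the other way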
Target sequence (Q61009 whole entry, looked up): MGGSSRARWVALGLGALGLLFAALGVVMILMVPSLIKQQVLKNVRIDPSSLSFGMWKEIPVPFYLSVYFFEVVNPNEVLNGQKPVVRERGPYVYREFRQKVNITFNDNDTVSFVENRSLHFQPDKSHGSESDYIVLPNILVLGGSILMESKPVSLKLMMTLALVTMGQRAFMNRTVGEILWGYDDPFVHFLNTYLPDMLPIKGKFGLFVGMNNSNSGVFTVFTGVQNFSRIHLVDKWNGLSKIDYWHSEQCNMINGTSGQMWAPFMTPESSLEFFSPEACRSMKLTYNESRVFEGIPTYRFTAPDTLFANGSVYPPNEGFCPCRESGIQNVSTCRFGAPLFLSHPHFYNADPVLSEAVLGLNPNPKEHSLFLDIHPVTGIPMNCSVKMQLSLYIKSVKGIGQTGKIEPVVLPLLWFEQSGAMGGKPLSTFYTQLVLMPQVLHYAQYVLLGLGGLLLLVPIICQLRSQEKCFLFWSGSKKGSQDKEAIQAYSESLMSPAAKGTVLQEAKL
CDK5 p35 inh: CDK5/p35 (human) kinase inhibition | Q00535+Q15078 | Recombinant CDK5/p35, ADP-Glo luminescence, 60 min | inhibition, % at 10 µM | hit rate 0.01% among 330,000 | AID 488839;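 active = highest replicate inhibition of at least 50% and at least 75% of replicates reaching 50%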;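 note: plate controls were DMSO neutral control for no effect and GW8510 at 10 µM for full effect; many of its hits are not listed in these tables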
PKA-R1A activ: activates the PKA-R1A holoenzyme complex; PKA-R1A dissociation, Cy5-IP20 fluorescence polarization; scaled: DMSO 0%, 113 µM cGMP 100%; hit rate 0.083% among 340,000; AID 504707; activation, % at 11.4 µM; P00514+P68181;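 active = percent activation above the mean of all tested compounds plus 3 SD, cut at about 19% in these data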;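 note: higher means more PKAc released from R1A so a rise in polarization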
PKA-R2B act: activates the human PKA-R2B holoenzyme complex; PKA-R2B holoenzyme dissociation, Cy5-IP20 fluorescence polarization; R2B truncated from residue 108, S112A mutant; 0% DMSO only, 100% 113 µM cGMP; activation, % at 11.4 µM; hit rate 0.079% among 340,000;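 active = activation above a cutoff set at the mean over all compounds plus 3 SD, cut at about 18% in these data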;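 note: higher means more holoenzyme dissociation and a rise in polarization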
Arr AP2 block: human beta-arrestin and AP2 interaction inhibition. FITC-arrestin peptide / GST-AP2 beads, flow cytometry; AP2 beta2 appendage carries R879A mutation. inhibition, % at 10 µM. hit rate 0.31% among 340,000. AID 504490;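 active = inhibition above a set limit, near 3 SD of compounds lacking own fluorescence, cut at about 54% in these data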;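 note: plate controls were DMSO wells for no effect and 5 µM unlabelled arrestin peptide for full effect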
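System: GST-tagged AP2 beta2-adaptin appendage (R879A) on 4 µm glutathione beads / Reagent: FITC-arrestin peptide, 50 nM / Detection: HyperCyt-sampled flow cytometry, FL1 channel, ex 488/em 535 nm / Timing: 12 min plus 1 h, RT / Buffer or medium: PBS plus Tween 20 (0.05%) and BSA (0.1%)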
MITF act: activators of MITF-driven TRPM1 promoter activity in SK-MEL-5 cells; AID 588334; hit rate 0.75% among 300,000; SK-MEL-5 TRPM1-promoter luciferase, 24 h; % of positive control, neutral wells = 0; activation, % at 12.5 µM;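 active = mean activation of at least 80% with every replicate also reaching 80%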;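 note: 0% = neutral control wells and 100% = parthenolide positive control wells; values of inactives mirror those of a sister screen read the other way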
Numbers without * were called inactive; i = inactive; . = not tested or not shown.

| SMILES | SR-BI DiI-HDL act | Mot1-301 SUMO | Pemphigus Ab inh | dFosB act | NSD2 inh | SR-BI DiI inh | CDK5 p35 inh | PKA-R1A activ | PKA-R2B act | Arr AP2 block | MITF act |
| --- | --- | --- | --- | --- | --- | --- | --- | --- | --- | --- | --- |
| O=C(COC(=O)c1ccc2ccccc2n1)Nc1ncc(C(F)(F)F)cc1Cl | 26 | 0 | 103 | -5 | -5 | -26 | -0.8 | -6 | 7 | 2 | -8 |
| COc1ccc(NC(C)=O)cc1NC(C)C(=O)Nc1ccc(S(=O)(=O)N2CCCCC2)cc1 (centres undefined) | 2 | 8 | 96 | -3 | 3 | -2 | -1.2 | 0 | -2 | -16 | -6 |
| CCC(=O)N(CCC(Cc1ccccc1)c1ccc2c(c1)OCO2)Cc1ccccc1F (centres undefined) | 15 | -4 | 105 | -2 | 0 | -15 | -1.2 | 3 | -1 | 35 | -10 |
| CCOc1cc(C2C(C#N)=C(N)OC(C)=C2C(C)=O)cc(Br)c1O (centres undefined) | 11 | 13 | 95 | -3 | 2 | -11 | -1.8 | -11 | 3 | -1 | 5 |
| COc1cccc(/C=N/NC(=O)CCn2cnc3ccccc32)c1 | -2 | 479* | 110 | 3 | -2 | 2 | 4.2 | -1 | 1 | -14 | . |
| CCCCN(C(=O)C1CC(=O)N(c2ccc3c(c2)OCCO3)C1)c1c(N)n(CC(C)C)c(=O)[nH]c1=O (centres undefined) | 25 | . | 112 | -5 | -3 | -25 | -1.5 | -2 | -11 | 10 | -6 |
| CCOc1ccc(S(=O)(=O)N/N=C(\C)C2CCCCC2)cc1 | 34 | -21 | 106 | -9 | -3 | -34 | 1.1 | 4 | -1 | . | -6 |
| O=C(Oc1cc(-c2ccccc2)no1)c1cccc(C(F)(F)F)c1 | -5 | -11 | . | 2 | 1 | 5 | -1.0 | 0 | -1 | -6 | 5 |
| Cc1ccc(SCC(=O)Nc2nccs2)cc1 | 23 | 88 | 98 | -1 | -4 | -15 | 0.6 | -4 | 3 | 11 | 58 |
| COc1ccc(NS(=O)(=O)c2cccc(C(=O)NNC(=O)CNC(=O)c3ccccc3)c2)cc1 | 22 | -2 | 112 | -9 | 0 | -22 | 0.2 | -8 | 2 | 5 | -2 |
| COc1ccc(S(=O)(=O)Nc2c(C)c(C)cc3c2ncn3C)cc1 | 7 | -7 | 92 | -6 | 0 | -7 | -1.7 | -11 | -9 | -3 | 2 |
| Cc1occc1C(=O)NCc1nc(-c2ccccc2)no1 | . | 5 | 125 | 3 | 12 | . | 0.8 | 1 | -11 | 4 | . |
| CCC(C)NC(=O)CCc1c(C)nc2c(c(C)nn2-c2ccccc2)c1C (centres undefined) | -37 | 2 | 103 | -14 | 2 | 37 | -0.2 | -12 | 0 | 36 | -9 |
| CN1CCCN=C1/C=C/c1cccs1 | 15 | 2 | . | -3 | 0 | -15 | -1.1 | 5 | -8 | -4 | -8 |
| COc1ccc(OC)c(N(CC(=O)NCc2ccccc2)S(=O)(=O)c2ccc(OC)c(OC)c2)c1 | 12 | 9 | 104 | 9 | -1 | -12 | 1.3 | -5 | -1 | -2 | 0 |
| Nc1[nH]n(-c2ccccc2)c(=O)c1N=Nc1ccccc1[N+](=O)[O-] | -21 | -20 | . | -1 | 1 | 21 | -0.1 | -2 | -6 | 11 | 128* |
| COc1ccc(C(=O)N2CCN(c3ncnc4c(-c5ccccc5)nsc34)CC2)cc1 | -40 | . | 115 | -16 | . | 40 | -1.1 | -3 | -4 | 11 | . |
| CNC(=O)CSCc1c(Cl)cccc1Cl | 3 | -5 | 100 | -1 | -1 | -3 | 2.7 | -11 | -15 | -7 | 8 |
| Brc1cc(Br)c(Oc2cc(Br)c(Br)cc2Br)cc1Br | -3 | 285 | 97 | -1 | . | 3 | -0.2 | -7 | 7 | 8 | 3 |
| O=C(Nc1ccc(F)cc1)c1ccccc1Oc1ccc(C(F)(F)F)cc1[N+](=O)[O-] | 7 | 20 | 102 | -3 | 7 | -7 | -1.9 | -15 | -11 | -4 | -2 |
| COCCn1c(-c2ccc(OC)cc2)nc2ccccc21 | -7 | -13 | 104 | 5 | 15 | 7 | 0.4 | 7 | -4 | -4 | 2 |
| Cc1cc(N2C(=O)C(O)=C(C(=O)c3ccc(C)o3)C2c2cccs2)no1 (centres undefined) | 4 | 9 | 111 | -1 | 4 | -4 | 2.1 | -6 | -1 | 5 | -9 |
| CCCN(C(=O)CSc1nc2cc(S(=O)(=O)N(CC)CC)ccc2o1)C1CCS(=O)(=O)C1 (centres undefined) | -9 | 10 | 103 | 0 | -3 | 9 | 0.6 | 4 | -8 | -11 | -5 |
| O=C(CN1CCCC1)Nc1ccc(-c2nc3cc(NC(=O)CN4CCCC4)ccc3o2)cc1 | 1 | -17 | . | -19 | 0 | -1 | . | -3 | 2 | 17 | -59 |
| COc1ccc(N2C(=O)C(CN3CCN(C)CC3)C2c2ccccc2)cc1 (centres undefined) | 15 | 3 | 98 | -1 | 2 | -15 | -0.3 | -10 | -4 | 8 | -10 |
| Cc1nc(C#N)c(N/N=C/c2cccc(Cl)c2)o1 | -27 | i | 95 | -5 | . | 27 | -0.9 | -1 | -6 | -2 | 72 |
| COP(=O)(/C=C/c1ccccc1)C(O)c1ccc(F)cc1 (centres undefined) | -16 | -1 | 101 | 2 | 2 | 16 | 3.9 | -10 | 1 | 0 | 14 |
| COc1cc(/C=N/n2cnnc2)ccc1OC(=O)c1ccco1 | 9 | -1 | 106 | 1 | -7 | -9 | 1.1 | -4 | -4 | 1 | -15 |
| Cc1cc(C)c(C)c(S(=O)(=O)N[C@@H](C)C(=O)OC(C)C(=O)NC(N)=O)c1C (some centres undefined) | . | 3 | 96 | -12 | -3 | . | 0.7 | -6 | -10 | -4 | -4 |
| CSc1ccccc1NC(=O)CN(C)CC(=O)Nc1cc(C)ccc1C | -8 | -13 | 93 | 1 | -1 | 8 | -0.1 | -2 | 0 | 10 | 5 |

Next part; it opens with the two that closed the last part.
| SMILES | SR-BI DiI-HDL act | Mot1-301 SUMO | Pemphigus Ab inh | dFosB act | NSD2 inh | SR-BI DiI inh | CDK5 p35 inh | PKA-R1A activ | PKA-R2B act | Arr AP2 block | MITF act |
| --- | --- | --- | --- | --- | --- | --- | --- | --- | --- | --- | --- |
| Cc1cc(C)c(C)c(S(=O)(=O)N[C@@H](C)C(=O)OC(C)C(=O)NC(N)=O)c1C (some centres undefined) | . | 3 | 96 | -12 | -3 | . | 0.7 | -6 | -10 | -4 | -4 |
| CSc1ccccc1NC(=O)CN(C)CC(=O)Nc1cc(C)ccc1C | -8 | -13 | 93 | 1 | -1 | 8 | -0.1 | -2 | 0 | 10 | 5 |
| Cc1ccc(CN(C(=O)c2csnn2)C(C(=O)NC2CCCC2)c2ccco2)cc1 (centres undefined) | . | -10 | 101 | -7 | 1 | . | -1.7 | 1 | 0 | -3 | 6 |
| O=C(COc1ccc(/C=N/NC(=O)C(=O)N2CCCCCC2)cc1)Nc1ccccc1Cl | 7 | -15 | 97 | -6 | 1 | -7 | 1.5 | -5 | -6 | 5 | 26 |
| CCc1cc[n+](CC(=O)Nc2ccc(Cl)cc2Cl)cc1 | 18 | 26 | 106 | 0 | -2 | -18 | -0.1 | 7 | -9 | 36 | 10 |
| Cc1ccccc1NS(=O)(=O)c1ccc(OCC(=O)NCc2ccco2)cc1 | 0 | -9 | 104 | 1 | 3 | 0 | -1.5 | 0 | -6 | 14 | -7 |
| CCN1CCC(O)(C#Cc2ccccc2)CC1 | 8 | 1 | 86 | -7 | 6 | -8 | 1.3 | 10 | 5 | 28 | 0 |
| Cc1cccc(N2C(=O)N3[C@@H]4c5ccccc5OC[C@@H]4[C@@H](c4ccccc4)[C@@]3(C)C2=O)c1 | 2 | -14 | 96 | 4 | . | -2 | -0.8 | 1 | -2 | 2 | -5 |
| COc1cccc(CNC(=O)CCC(=O)N2CCSc3ccccc32)c1OC | -5 | 209 | 98 | -9 | . | 5 | 0.1 | 8 | -6 | 32 | -11 |
| CCN1CCN(c2nc3c(c(=O)[nH]c(=O)n3C)n2Cc2ccccc2)CC1 | 16 | -2 | 106 | -6 | 8 | -16 | 4.5 | 2 | -4 | 19 | 5 |
| C[C@@H](NC(=O)[C@@H]1Cc2ccccc2CN1)C(=O)Nc1ccc2c(c1)OCCO2 | 14 | 2 | 102 | -4 | 3 | -14 | -1.4 | 4 | -2 | 10 | 57 |
| Cc1nc(SCc2ccccc2)n[nH]1 | 4 | -14 | 109 | 6 | 1 | -4 | -0.8 | -14 | 0 | 13 | 21 |
| CC(C)(C)N(Cc1ccccc1)C(=O)COC(=O)c1ccc(S(=O)(=O)N2CCOCC2)cc1 | 2 | -7 | 88 | -11 | 0 | -2 | -0.3 | -7 | -8 | 4 | -8 |
| O=C(O)CSc1nnc(-c2ccco2)o1 | 19 | -27 | . | -4 | -4 | -19 | 0.1 | 2 | 0 | 8 | 4 |
| O=S(=O)(Nc1nccs1)c1ccc(F)cc1 | 5 | 1 | 99 | 1 | 1 | -5 | -0.6 | -3 | -7 | 41 | 1 |
| O=C(COc1ccccc1N1C(=O)C2C3C=CC(C3)C2C1=O)c1ccccc1 (centres undefined) | 9 | -8 | 116 | 2 | 0 | -9 | 1.5 | -9 | -3 | -4 | 12 |
| COc1cc(/C=C/C(=O)N(C)CC(=O)Nc2ccccc2Br)cc2c1OCCO2 | -57 | 4 | . | -8 | 1 | 57 | 0.4 | -7 | -8 | -16 | -6 |
| O=C(Nc1cccnc1)OCc1ccccc1 | 2 | 1 | 94 | -6 | -5 | -2 | 0.5 | -3 | 0 | 6 | . |
| CN(C)CC1CCC/C(=C\c2ccc(OC(=O)/C=C/c3ccc(Cl)c(Cl)c3)cc2)C1=O (centres undefined) | 5 | . | 99 | -20 | 1 | -5 | 1.0 | 1 | 6 | -8 | 1 |
| CCNc1cc2oc(=O)c(CN3CCOCC3)c(C)c2cc1C | -11 | . | 110 | -2 | 0 | 11 | -0.5 | -2 | 3 | -1 | -9 |
| CCOC(=O)C1=C(C)c2ccccc2N(C(=O)OC)C1(C)C(=O)OCC (centres undefined) | 14 | . | 103 | -8 | . | -14 | -1.1 | -6 | 4 | 9 | -10 |
| O=C(c1ccc(N2CCN(C(=O)c3ccccc3Br)CC2)cc1)c1cccc(F)c1 | -37 | 3 | 102 | -13 | -5 | 37 | 2.4 | -2 | -12 | 4 | -7 |

Rows are unselected. Share with any hit: about 4.7%.
